GAA glycogen – GAA glycogen-cleavage inhibition or activation; P10253; AID 2100; actives 0.38% (n = 300,000); Potency, µM (doses to about 76.4 µM), without a hit: top-dose activity change, negative = inhibition, actives largely listed as inhibitors; recombinant GAA, glycogen substrate, Amplex Red glucose oxidase fluorescence; active = well fitted inhibition curve with a large enough effect; inconclusive = small, poorly fitted or top-dose-only effect, or another doubt; inactive = no such curve, though single readings can be large or run the other way;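 note: 0% = full enzyme reaction and -100% = no-enzyme basal signal; the screen sought inhibitors and activators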
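Recombinant enzyme (4 nM final) with compounds titrated up to 77 uM and bovine liver glycogen (30 ug) in citrate pH 5.0, 0.01% Tween-20, 37 C 40 min. Released glucose detected by Amplex Red/glucose oxidase (Ex 573/Em 610); AC50 from Hill fits.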
Active calls of the source: *; ? = inconclusive; [ ] = another dose, or the depositor's remark. Potency is the fitted concentration of half-maximal effect.

SMILES	GAA glycogen
COC(=O)c1ccccc1NC(=O)C1=CC(c2ccc(C)cc2)=NS(=O)(=O)N1C	-11%[76.3 µM]
CS(=O)(=O)Nc1cccc(C2=NN(C(=O)c3ccccc3)C(c3cccs3)C2)c1 (configuration not stated)	-3%
N#C/C(=C/c1ccc(O)c(O)c1)C(=O)NCc1ccc(Cl)cc1	2%
Cc1ccc(CCNC(=O)NCc2noc3ccc(C)cc23)cc1	12%[76.3 µM]
COc1ccc(OCc2cc(C(=O)N[C@H]3CCCCNC3=O)no2)c(Cl)c1	-1%[76.3 µM]
CCOc1ccc(CCNC(=O)Cn2c(=O)c3cccn3c3ccc(F)cc32)cc1OCC	20%[76.3 µM]
COc1ccc(-c2nc(C(=O)NCCCN3CCOCC3)cc3c2[nH]c2ccccc23)cc1OC	-15%[76.3 µM]
O=C(CSc1nnc(COc2ccc(Br)cc2)o1)NC1CCCCC1	3%
C[C@@H](NC(=O)c1nc[nH]c1C(=O)NCC(=O)OC(C)(C)C)c1ccccc1	-14%[76.3 µM]
CN(Cc1ccon1)C(=O)CC1C(=O)NCCN1Cc1ccccc1C(F)(F)F (configuration not stated)	-24%[76.3 µM]
CS(=O)(=O)Cc1ccc(C(=O)N2CCCC2c2cccs2)cc1 (configuration not stated)	1%
C=C(C)CN(CC)C(=O)CN1C(=O)NC2(CCCc3ccccc32)C1=O (configuration not stated)	-1%[76.3 µM]
[N-]=[N+]=NC[C@H](Cc1ccccc1)N1CCN(Cc2ccccc2)CCC1=O	1%[76.3 µM]
CCn1cc(C(=O)N(C)c2ccc(OC)cc2OC)c2cc(OC)c(OC)cc2c1=O	3%
COCc1cc(C)nc(Sc2nc3c(c(=O)n(C)c(=O)n3C)n2C)c1C#N	5%
CN(C(=O)c1cccc(NC(=O)Cc2ccccc2)c1)c1ccccc1	-5%[76.3 µM]
CCn1c(SCC(=O)Nc2nccs2)nnc1-c1cccnc1	2%[76.3 µM]
Cc1ccc(Cl)cc1NC(=O)COCc1cc(-c2ccco2)on1	-12%[76.3 µM]
COc1cccc(CNC(=O)C2CCCN(S(=O)(=O)N3CC(C)CC(C)C3)C2)c1 (configuration not stated)	1%[76.3 µM]
COc1ccccc1C(=O)Nc1nnc(S(=O)(=O)N(C)c2ccc(Cl)cc2)s1	-8%[76.3 µM]
CC(=O)Nc1ccc(NC(=O)c2ccc3c(c2)C(=O)N(c2ccccc2C)C3=O)cc1	1%
CCN(CC(=O)Nc1c(F)cccc1F)C(=O)/C=C/c1cn(Cc2ccccc2)nc1-c1cccnc1	-9%[76.3 µM]
O=C1C(=O)N(c2ccccn2)C(c2ccc(F)cc2)/C1=C(/O)c1ccc(Br)cc1 (configuration not stated)	9%[76.3 µM]
COC(=O)[C@]1(C)CCC[C@@]2(C)C3CC[C@@]4(C)C[C@]3(CC[C@H]12)C[C@H]4O (some centres not stated)	-4%
CN(Cc1ccccc1)c1ccc(C(CC(N)=O)NC(=O)c2ccc(Br)cc2)cc1[N+](=O)[O-] (configuration not stated)	2%[76.3 µM]
Cc1ccccc1NS(=O)(=O)c1ccc2c3c(cccc13)C(=O)N2C	-1%[76.3 µM]
O=C(NCC1CCCO1)/C(=C\c1ccccc1F)NC(=O)c1ccccc1 (configuration not stated)	2%
Cc1cc(C)cc(NC(=O)CSc2nccn2Cc2ccco2)c1	-24%[76.3 µM]
NC(=O)CC(CC(=O)OCc1ccccc1)c1ccccc1 (configuration not stated)	15%[76.3 µM]
COc1ccc(C(=O)NCCc2c[nH]c3ccc(OC)cc23)cc1	-3%
COc1ccc(Cl)cc1NS(=O)(=O)N1CCOCC1	0%[76.3 µM]
CC1CCC(N2CCN(S(=O)(=O)Cc3ccccc3)CC2)CC1 (configuration not stated)	6%
CCC(C)COC(c1ccccc1)(c1ccccc1)C(Oc1nc(C)cc(C)n1)C(=O)O (configuration not stated)	-5%[76.3 µM]
CN(C)c1ccc(CNCC2CCCO2)cc1 (configuration not stated)	-11%[76.3 µM]
O=C(COc1ccc([N+](=O)[O-])cc1)NNC(=O)c1cccnc1	6%
Cc1ccc(CNC(=O)c2cc3c(s2)CS(=O)(=O)C3)cc1	-12%[76.3 µM]
CCCn1c2ccccc2c2cnn(CC(=O)NC(CCSC)C(=O)OC)c(=O)c21 (configuration not stated)	11%[76.3 µM]
Cc1cccc(NC(=O)c2cc(=O)c3ccccc3o2)c1	-8%
CN(CC(=O)Nc1cccc(C(F)(F)F)c1)S(=O)(=O)c1ccc2[nH]c3c(c2c1)CCCC3	3%[76.3 µM]
CC(NC(=O)C1CCC(=O)N1Cc1ccccc1Cl)c1ccccc1 (configuration not stated)	-2%
CCOc1ccc(CN2CCNC(=O)C2CC(=O)N(C)C2CCCCC2)cc1 (configuration not stated)	-1%[76.3 µM]
CCCCc1cc(=O)oc2cc(C)cc(OCC(=O)NCC3CCC(C(=O)O)CC3)c12 (configuration not stated)	-2%[76.3 µM]
O=C(Nc1cc2c(cc1C(=O)O)OCCCO2)c1ccc(F)cc1F	-2%
Cc1cccn2c(=O)c(/C=C(\C#N)C(N)=O)c(N3CCN(c4cccc(Cl)c4)CC3)nc12	-7%
CC(=O)Nc1ccc(-c2sc(Nc3cccc4ccccc34)n[n+]2-c2ccccc2)cc1	?

Reformatted bar-delimited: entries from further up.
smiles | GAA glycogen
CCOc1ccc(CN2CCNC(=O)C2CC(=O)N(C)C2CCCCC2)cc1 (configuration not stated) | -1%[76.3 µM]
CCCCc1cc(=O)oc2cc(C)cc(OCC(=O)NCC3CCC(C(=O)O)CC3)c12 (configuration not stated) | -2%[76.3 µM]
CN(C)c1ccc(CNCC2CCCO2)cc1 (configuration not stated) | -11%[76.3 µM]
COc1ccc(Cl)cc1NS(=O)(=O)N1CCOCC1 | 0%[76.3 µM]

Following part
SMILES	GAA glycogen
COc1cc(/C=C/CN2CCC(Oc3ccc(C(=O)N4CCCC4)cc3)CC2)ccc1O	?
COc1ccc(NC2CCCN(C(=O)CCc3ccccc3F)C2)cc1 (configuration not stated)	-29%[76.3 µM]
Nc1nonc1-n1nnc(C(=O)N/N=C/c2ccc(Cl)cc2Cl)c1CN1CCOCC1	1%
CCN1CCN(C(=O)c2cc(-c3ccc(Cl)s3)nc3ccccc23)CC1	7%[76.3 µM]
CC(=O)Nc1c(F)c(F)c(F)c(F)c1F	18%[76.3 µM]
COC(=O)c1ccc(NC(=O)C(c2ccccc2)N2Cc3ccccc3C2=O)cc1 (configuration not stated)	5%[76.3 µM]
CC(Sc1nnc(CN2CCCC2)n1Cc1ccccc1)C(=O)Nc1ccc(F)cc1 (configuration not stated)	-9%[76.3 µM]
Cc1ccc(NC(=O)[C@H](C)NC(=O)C2CCN(C(=O)[C@@H](NC(=O)OC(C)(C)C)C(C)C)CC2)cc1	0%
Cc1cc2oc(=O)cc(CN(C)Cc3ccccc3)c2cc1C(C)C	-6%
CC1CCCCC1NC(=O)CSc1nnc(CC(=O)Nc2ccccc2F)n1C (configuration not stated)	-16%
CN(C)c1nc(Nc2ccc(F)cc2)nc(Oc2ccc(F)cc2)n1	-3%[76.3 µM]
CN(C)S(=O)(=O)n1cc(/C=C(\NC(=O)c2ccccc2Cl)C(=O)N2CCOCC2)c2ccccc21	-1%[76.3 µM]
CCOc1cc(/C=C2\C(=O)ON=C2c2ccccc2)ccc1OC	-15%
CNC(=O)c1cc(-c2ccc(Cl)cc2)n(-c2ccccc2)n1	-2%
CCCc1c2c(cc3c(=O)cc(C(=O)OCC)oc13)CCCC2	-3%
COc1ccc(OC(=O)C(C)N2C(=O)c3ccccc3C2=O)cc1 (configuration not stated)	17%[76.3 µM]
O=S(=O)(c1ccccc1)N1CCC(n2cnc3ccccc32)CC1	-4%
CN1C(=O)c2cccc3c(N)ccc(c23)C1=O	5%
COc1cccc(NC(=O)c2sc(Cl)nc2C)c1	16%[76.3 µM]
Cc1ccc(C(C(=O)NC2CCCC2)N(C(=O)c2csnn2)C2CC2)cc1 (configuration not stated)	-1%
O=C(NCc1cccc(Cl)c1)c1ccc(N2CC3CC(C2)c2cccc(=O)n2C3)c(NC(=O)c2cccnc2)c1 (configuration not stated)	0%[76.3 µM]
COc1ccc(CN2CCNC(=O)C2CC(=O)N(C)CC2CCOCC2)cc1OC (configuration not stated)	-7%[76.3 µM]
CCOc1cc(NC(=O)C2CC2)c(OCC)cc1NC(=O)c1ccccc1OCC	5%
Cc1ccc(C(=O)N2N=C(c3ccc(Br)cc3)CC2c2ccccc2O)cc1 (configuration not stated)	4%[76.3 µM]
CCC(C(=O)Nc1ccc([N+](=O)[O-])cn1)c1ccccc1 (configuration not stated)	8%[76.3 µM]
O=C(c1ccc(F)cc1F)N1CCCc2ccccc21	-10%
COc1cc(C(=O)NCCOc2cc(C)cc(C)c2)cc(OC)c1OC	0%
CC(=O)c1ccc(C(=O)N2CCCC(Nc3ccc(C(C)C)cc3)C2)s1 (configuration not stated)	-4%[76.3 µM]
Cc1nnc(NC(=O)c2cc(-c3ccncc3)nc3c(C)cccc23)s1	0%[76.3 µM]
COc1ccc(N(Cc2cccs2)C(=O)c2ccc(C(C)(C)C)cc2)cc1	-13%[76.3 µM]
CC(=O)COC(=O)C1=NN(c2ccccc2)C(=O)CC1	-7%
CNC(=O)c1c(NC(=O)c2ccc(S(=O)(=O)N3CCCCC3)cc2)sc2c1CCN(C(C)C)C2	-1%[76.3 µM]
CCCc1cc(=O)oc2cc(OCC(=O)NC(Cc3c[nH]c4ccc(O)cc34)C(=O)O)c(Cl)cc12 (configuration not stated)	7.9µM*
COc1cc(/C=N/NC(=O)c2ccncc2)cc(OC)c1OC	-7%[76.3 µM]
O=C(c1ccccc1Cl)N1N=C(c2cccs2)CC1c1cccc(O)c1 (configuration not stated)	1%[76.3 µM]
O=C(Nc1cccc(C(=O)Nc2ccc(Br)cc2)c1)c1ccccc1	-1%[76.3 µM]
Cn1cccc1/C=N\NC(=O)C1COc2ccccc2O1 (configuration not stated)	0%[76.3 µM]
CC1CCCCC1NC(=O)CN1C(=O)c2ccccc2S1(=O)=O (configuration not stated)	-10%[76.3 µM]
COc1ccc(CCNC(=O)Cn2cc(S(=O)(=O)Cc3cccc(Cl)c3)c3ccccc32)cc1OC	-10%[76.3 µM]
COc1cccc(NC(=O)CCN2C(=O)C3CC=CCC3C2=O)c1 (configuration not stated)	-5%[76.3 µM]
Cc1nn(C(=O)CCC(=O)NCc2ccccc2Cl)c2ccccc12	-14%[76.3 µM]
C#CCOc1c(Br)cc(/C=C2/C(=O)ON=C2C)cc1OCC	4%
CCOC(=O)C1=C(C)N(CCCC(=O)O)C(=O)NC1c1ccc(Cl)cc1Cl (configuration not stated)	-11%[76.3 µM]
C=CCN1C(=O)c2ccccc2NC1c1ccc(Br)s1 (configuration not stated)	1%
CCOCCCNC(=O)c1oc2ccc(S(=O)(=O)N3CCOCC3)cc2c1C	-5%
S=C(Nc1cccc(Cl)c1Cl)N1CCCC1	-5%[76.3 µM]
COc1ccc(C(=O)n2cnc3ccccc32)cc1	0%[76.3 µM]
Cc1cccc2sc(NC(=O)C3CCN(C(=O)c4ccco4)CC3)nc12	0%
CCOc1ccc(N2C(=O)CC(NC3CCN(C(=O)c4cccs4)CC3)C2=O)cc1 (configuration not stated)	-2%[76.3 µM]
CC(CC(=O)NCc1ccc(F)cc1)c1ccccc1 (configuration not stated)	3%
CC(=O)N[C@@H](Cc1c[nH]c2ccccc12)C(=O)NCCc1ccc(S(N)(=O)=O)cc1	9%
Cc1ccc(NC(=O)CN2C(=O)N/C(=C/c3ccc4c(c3)OCCO4)C2=O)cc1	4%
O=C(NC1CCN(S(=O)(=O)c2ccc(F)cc2)CC1)C1CCCCC1	-2%
COc1ccc(C(=O)N[C@H](C(=O)NCc2ccc(C)cc2)C(C)C)cc1	16%

In the list so far, these contain a Cl atom.
SMILES	GAA glycogen
N#C/C(=C/c1ccc(O)c(O)c1)C(=O)NCc1ccc(Cl)cc1	2%
COc1ccc(OCc2cc(C(=O)N[C@H]3CCCCNC3=O)no2)c(Cl)c1	-1%[76.3 µM]
Cc1ccc(Cl)cc1NC(=O)COCc1cc(-c2ccco2)on1	-12%[76.3 µM]
COc1ccccc1C(=O)Nc1nnc(S(=O)(=O)N(C)c2ccc(Cl)cc2)s1	-8%[76.3 µM]
COc1ccc(Cl)cc1NS(=O)(=O)N1CCOCC1	0%[76.3 µM]
CC(NC(=O)C1CCC(=O)N1Cc1ccccc1Cl)c1ccccc1 (configuration not stated)	-2%
Cc1cccn2c(=O)c(/C=C(\C#N)C(N)=O)c(N3CCN(c4cccc(Cl)c4)CC3)nc12	-7%
Nc1nonc1-n1nnc(C(=O)N/N=C/c2ccc(Cl)cc2Cl)c1CN1CCOCC1	1%
CCN1CCN(C(=O)c2cc(-c3ccc(Cl)s3)nc3ccccc23)CC1	7%[76.3 µM]
CN(C)S(=O)(=O)n1cc(/C=C(\NC(=O)c2ccccc2Cl)C(=O)N2CCOCC2)c2ccccc21	-1%[76.3 µM]
CNC(=O)c1cc(-c2ccc(Cl)cc2)n(-c2ccccc2)n1	-2%
COc1cccc(NC(=O)c2sc(Cl)nc2C)c1	16%[76.3 µM]
O=C(NCc1cccc(Cl)c1)c1ccc(N2CC3CC(C2)c2cccc(=O)n2C3)c(NC(=O)c2cccnc2)c1 (configuration not stated)	0%[76.3 µM]
CCCc1cc(=O)oc2cc(OCC(=O)NC(Cc3c[nH]c4ccc(O)cc34)C(=O)O)c(Cl)cc12 (configuration not stated)	7.9µM*
O=C(c1ccccc1Cl)N1N=C(c2cccs2)CC1c1cccc(O)c1 (configuration not stated)	1%[76.3 µM]
COc1ccc(CCNC(=O)Cn2cc(S(=O)(=O)Cc3cccc(Cl)c3)c3ccccc32)cc1OC	-10%[76.3 µM]
Cc1nn(C(=O)CCC(=O)NCc2ccccc2Cl)c2ccccc12	-14%[76.3 µM]
CCOC(=O)C1=C(C)N(CCCC(=O)O)C(=O)NC1c1ccc(Cl)cc1Cl (configuration not stated)	-11%[76.3 µM]
S=C(Nc1cccc(Cl)c1Cl)N1CCCC1	-5%[76.3 µM]

Bioassay records deposited in PubChem by National Center for Advancing Translational Sciences (NCATS).

The list is partial; the hit share may differ from the screen's.
